# Compound activity from PubChem.
# MITF act: activators of MITF-driven TRPM1 promoter reporter, primary screen, cell-based, SK-MEL-5, luciferase, single point; AID 588334, 2011; hit rate 0.75% among 300,000; activation, % at 12.5 µM; SK-MEL-5 TRPM1-promoter luciferase, 24 h; % of positive control, neutral wells = 0;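 active = mean activation of at least 80% with every replicate also reaching 80%; inconclusive = mean reaches 80% but some replicate falls short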;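 note: 0% = neutral control wells and 100% = parthenolide positive control wells; values of inactives mirror those of a sister screen read the other way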
# cardiac RTF act: cardiac RTF calcium sensitivity activators, primary screen, biochemical, IANBD-TnC fluorescence, EC20 calcium; Troponin I, cardiac muscle (Homo sapiens) + Troponin T, cardiac muscle (Homo sapiens) + …; IANBD-labeled TnC RTF fluorescence at EC20 calcium; 0% EC20 calcium, 100% full calcium; activation, % at 7.2 µM; hit rate 0.24% among 340,000;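 active = activation above the mean over all tested compounds plus 3 SD, cut at about 30% in these data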;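 note: rise in fluorescence read as greater calcium sensitivity of cardiac thin filaments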
# HTR5A ag: HTR5A agonists in luminescence cell assay, primary screen, counter-screen for OPRM1-OPRD1 heterodimer agonist project, full-deck HTS; 5-hydroxytryptamine receptor 5A (Homo sapiens), P47898; AID 504692, 2011; cell-based; hit rate 0.61% among 340,000; activation, % at 9.3 µM; in the data active = activation mostly above about 9.5%, no sharp cut-off; inactive = mostly below about 7.6%;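 note: 0% = cells with vehicle only and 100% = reference agonist; strong numbers were not always called active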
# Target sequence (P47898 whole entry, looked up): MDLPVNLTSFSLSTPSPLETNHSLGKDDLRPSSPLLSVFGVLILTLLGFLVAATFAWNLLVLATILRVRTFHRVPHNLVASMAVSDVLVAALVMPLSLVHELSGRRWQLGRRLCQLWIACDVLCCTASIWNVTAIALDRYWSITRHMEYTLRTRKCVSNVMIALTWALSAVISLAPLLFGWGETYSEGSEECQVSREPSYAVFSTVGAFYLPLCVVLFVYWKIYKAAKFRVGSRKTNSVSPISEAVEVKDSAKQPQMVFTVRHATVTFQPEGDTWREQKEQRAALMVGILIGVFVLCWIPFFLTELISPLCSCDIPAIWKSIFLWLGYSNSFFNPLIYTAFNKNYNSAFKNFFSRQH
# Wnt bcat act: Wnt/beta-catenin pathway activators, primary screen, cell-based, plate reader, single point | Wnt/beta-catenin reporter cell assay, activator | activation, % at 9.35 µM | hit rate 1.2% among 300,000 | AID 743398, 2014; in the data active = activation above about 30%, passing the limit was not always enough; inconclusive = no clear call, values can overlap the other calls;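 note: 0% = neutral control wells and 100% = positive control wells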
# PvdQ acylase: P. aeruginosa PvdQ acylase inhibitors, primary screen, biochemical, fluorescence, plate reader and imaging, single point | PvdQ acylase [Pseudomonas aeruginosa LESB58] | purified PvdQ acylase | inhibition, % at 10 µM | hit rate 0.063% among 340,000 | AID 488965, 2010; in the data active = inhibition above about 30%, passing the limit was not always enough; inconclusive = no clear call, values can overlap the other calls;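 note: 0% = vehicle neutral wells and 100% = reference inhibitor wells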
# Rtt109 HAT inh: inhibitors of C. albicans Rtt109/Vps75 HAT, primary screen, biochemical, ThioGlo CoA-SH fluorescence, plate reader | inhibition, % at 34.9 µM | Histone acetyltransferase RTT109 (Candida albicans (strain SC5314 / ATCC MYA-2876)), … | AID 540336, 2011 | purified Rtt109/Vps75, 4 h | hit rate 0.16% among 330,000;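 active = inhibition of at least 50% in every replicate; inconclusive = best replicate reaches 50% inhibition but some replicates fall short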
# SR-BI HDL uptake: inhibitors of SR-BI mediated HDL lipid uptake, primary screen, ldlA[mSR-BI] cells, fluorescence, single point; Scavenger receptor class B member 1 (Mus musculus), Q61009; ldlA[mSR-BI] CHO cells, DiI-HDL uptake fluorescence, 3 h; inhibition, % at 12.5 µM; hit rate 0.96% among 320,000;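 active = mean replicate inhibition of at least 70% and a set share of replicates each scoring 70 or more; inconclusive = meets just one of the two criteria; inactive = fails both criteria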;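 note: 0% = median of neutral control wells and 100% = median of positive control wells; values of inactives mirror those of a sister screen read the other way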
# CDK5 inh: inhibitors of human CDK5/p35 kinase, primary screen, biochemical, single concentration | Cyclin-dependent kinase 5 (Homo sapiens) + Cyclin-dependent kinase 5 activator 1 (Homo … | Recombinant CDK5/p35, ADP-Glo luminescence, 60 min | inhibition, % at 10 µM | hit rate 0.01% among 330,000 | AID 488839, 2010;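 active = highest replicate inhibition of at least 50% and at least 75% of replicates reaching 50%; inconclusive = only one of the two criteria met; inactive = both criteria failed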;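 note: plate controls were DMSO neutral control for no effect and GW8510 at 10 µM for full effect; many of its hits are not listed in these tables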
# Target sequence (Q00535 whole entry, looked up): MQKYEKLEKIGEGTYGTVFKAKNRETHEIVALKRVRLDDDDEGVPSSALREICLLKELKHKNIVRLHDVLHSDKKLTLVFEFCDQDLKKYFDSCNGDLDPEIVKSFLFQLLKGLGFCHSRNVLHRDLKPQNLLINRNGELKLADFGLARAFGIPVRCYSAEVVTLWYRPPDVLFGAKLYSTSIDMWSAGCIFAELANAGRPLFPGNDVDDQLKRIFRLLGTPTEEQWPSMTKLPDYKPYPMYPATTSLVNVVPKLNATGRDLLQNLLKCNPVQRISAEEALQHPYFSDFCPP
# Target sequence (Q15078 whole entry, looked up): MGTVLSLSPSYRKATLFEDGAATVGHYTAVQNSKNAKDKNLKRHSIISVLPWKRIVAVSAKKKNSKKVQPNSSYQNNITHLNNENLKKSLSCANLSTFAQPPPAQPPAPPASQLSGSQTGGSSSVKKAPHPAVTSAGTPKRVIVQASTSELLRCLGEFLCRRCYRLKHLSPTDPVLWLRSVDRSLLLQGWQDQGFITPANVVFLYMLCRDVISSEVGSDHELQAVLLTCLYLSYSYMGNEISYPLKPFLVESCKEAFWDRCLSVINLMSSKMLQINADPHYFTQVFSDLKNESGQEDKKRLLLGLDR
# dFosB act: activators of delta FosB homodimer, primary screen, biochemical, fluorescence polarization, TAMRA-CDK5 oligo, single point | Protein FosB (Mus musculus), P13346 | purified delta FosB; percent of positive-control signal above neutral wells | activation, % at 25 µM | hit rate 0.99% among 340,000;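 active = mean activation above about 17%, with every replicate also reaching it, limit read from the data, passing the limit was not always enough; inconclusive = only one of the two conditions met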;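 note: fluorescence polarization rise as delta FosB binds a TAMRA Cdk5 AP-1 oligo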
# SR-BI DiI-HDL act: activators of SR-BI mediated DiI-HDL uptake, primary screen, ldlA[mSR-BI] CHO cells, DiI fluorescence; AID 504775, 2011; hit rate 0.096% among 320,000; 3 h; 100 = double the neutral-control signal; activation, % at 12.5 µM;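 active = mean replicate activation of at least 60% and every replicate at or above 60%; inconclusive = mean or all-replicate condition met, but not both; inactive = mean below 60% and not all replicates reaching 60%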;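 note: 0% = median plate neutral-control signal and 100% = twice that signal; values of inactives mirror those of a sister screen read the other way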
#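 Material – SR-BI-overexpressing, LDLR-lacking CHO cells · Medium – BSA-supplemented, HEPES-buffered Ham's F12, pH 7.4 · Doses – single concentration · Times – compound with DiI-HDL co-incubation, 3 h at 37 °C · Measured by – bottom-read fluorescence, 550/595 nm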
# Active calls of the source: *; u = inconclusive; x = no result given.
SMILES,MITF act,cardiac RTF act,HTR5A ag,Wnt bcat act,PvdQ acylase,Rtt109 HAT inh,SR-BI HDL uptake,CDK5 inh,dFosB act,SR-BI DiI-HDL act
CC1=CSC2=NC(=O)/C(=C/c3cccc(OC(=O)c4ccco4)c3)C(=N)N12,6,3,-1,x,1,1,-16,-3.0,-7,16
CCC1=C(OC(=O)N(CC)CC)N2C(=O)OC(=NCCc3c[nH]c4ccccc34)[C@]2(C)[C@H]2C1=CC[C@H]1C(=O)NC(=O)[C@H]12,12,2,1,0,-7,7,-48,-0.5,-3,48
CCN1CCN(c2ccc(NC(=O)c3ccc4c(c3)OCO4)cc2)CC1,35,2,1,47*,7,-7,-17,3.7,-8,17
O=[n+]1cc(-c2ccc(F)cc2)n([O-])c2c1CCC2,13,11,1,x,-10,-1,-15,1.2,-3,15
Cc1ccc(SCc2cc(=O)n3[nH]cnc3n2)cc1,-11,2,2,x,-14,-10,-4,-0.9,-3,4
CN(CC(=O)Nc1ccc(N2CCOCC2)cc1)C(=O)CCNC(=O)c1ccc(Br)cc1,-1,7,1,-1,-8,-2,16,-0.1,3,-16
CCOC(=O)C1C(=O)CC(C)(O)C(C(=O)OCC)C1c1ccc(OCC)cc1 (stereo not drawn),1,1,4,x,-8,12,-38,-13,-3,38
NC(=O)c1nnn(-c2nonc2N)c1-c1ccc([N+](=O)[O-])cc1,4,5,-2,-1,4,10,-9,1.0,4,9
CCn1c(-c2ccc(-c3ccccc3)cc2)c[nH]c1=S,24,-7,-10,x,-4,-8,17,1.7,-4,-17
COC1=CC(=O)C(OC)=C(OC)C1=O,5,-2,-5,2,-10,1,9,0.8,-1,-9
CCOc1ccccc1C(=O)NCC(=O)NCC(c1ccc(OC)cc1)N1CCOCC1 (stereo not drawn),5,-4,-1,1,5,3,-17,0.1,-3,17
CCc1ccc(NC(=O)c2cc(-c3ccc(F)cc3)on2)cc1,24,1,-3,7,-8,-6,x,-0.2,1,x
CN1CCC2(CC1)NC(=O)NC2=O,5,-4,-2,x,-11,4,11,-0.4,0,-11
O=C1/C(=C/c2ccco2)Cc2ccccc21,22,1,-6,u,11,7,-27,-1.2,2,27
CCc1ccc(C(=O)OCC(=O)Nc2cccc(S(=O)(=O)NC3=NCCCCC3)c2)cc1,6,4,7,x,-15,11,13,-0.2,-9,-13
Oc1ccc(N2Cc3ccccc3C2)cc1,-9,7,-2,x,-27,x,-4,-1.4,-13,4
CSCCC(NC(C)=O)C(=O)OCC(=O)N(c1ccccc1)c1ccccc1 (stereo not drawn),-9,-2,1,x,-10,3,-20,0.5,-5,20
CCN(C(C)=O)c1nnc(CSc2nc3ccccc3s2)s1,16,14,-2,3,4,10,-29,-0.4,-12,29
CCn1c(=O)n(CC)c2cc(N3CCCC3)c(NC(=O)c3ccccc3F)cc21,6,-3,0,-1,-7,-10,-4,1.3,-10,4
CC1CC(C)(C)CC2(C1)NC(=O)N(CC(=O)Nc1cc([N+](=O)[O-])ccc1F)C2=O (stereo not drawn),-16,-3,2,-4,-7,-7,-8,-0.1,7,8

# An excerpt from above in order of their number in Wnt bcat act, falling.
Structure | Wnt bcat act
CCN1CCN(c2ccc(NC(=O)c3ccc4c(c3)OCO4)cc2)CC1 | 47*
CCc1ccc(NC(=O)c2cc(-c3ccc(F)cc3)on2)cc1 | 7
CCC1=C(OC(=O)N(CC)CC)N2C(=O)OC(=NCCc3c[nH]c4ccccc34)[C@]2(C)[C@H]2C1=CC[C@H]1C(=O)NC(=O)[C@H]12 | 0

# More structures.
SMILES,MITF act,cardiac RTF act,HTR5A ag,Wnt bcat act,PvdQ acylase,Rtt109 HAT inh,SR-BI HDL uptake,CDK5 inh,dFosB act,SR-BI DiI-HDL act
COc1ccc(C(=O)NCC(=O)NCC2COc3ccccc3O2)cc1 (stereo not drawn),0,15,5,0,-3,-7,-1,-1.6,-8,1
O=C(CCC(=O)N1CCOc2ccc(Cl)cc21)NCCCN1CCC(Cc2ccccc2)CC1,-8,0,-3,-4,-8,8,-9,-0.5,0,9
CC(=O)N1N=C(c2ccc(C)cc2)CC1c1ccco1 (stereo not drawn),48,13,3,7,-12,-4,2,-4.3,-13,-2
CCOC(=O)CC1COc2ccccc2N1C(=O)c1cccc([N+](=O)[O-])c1 (stereo not drawn),-5,-6,2,0,-1,-15,4,1.3,-1,-4
COc1ccc(NC(=O)CNS(=O)(=O)c2ccc(Cl)cc2)cc1,0,3,0,-2,-3,-6,-22,-0.7,5,22
Cc1cccc(OCCNc2cc(N3CCOCC3)ccc2[N+](=O)[O-])c1,68,-5,5,6,3,2,62,2.3,-4,-62
CC(C)NC(=O)Cn1c(=O)n(CC(=O)N2CCCCC2)c(=O)c2sccc21,-1,-1,-4,-2,-11,-5,-30,-3.8,-2,30
CC(=O)c1ccc(N(C(=O)Cn2nnc3ccccc32)C(C(=O)NC2CCCCC2)c2cn(C)nc2C)cc1 (stereo not drawn),3,-2,-1,x,7,1,x,0.3,-4,x
CCC(O)(C#CCN1CCCCC1)CC,7,-2,13,-3,-3,-6,-16,-1.6,-4,16
N#Cc1sc2nc(-c3ccccc3)cc(C(F)(F)F)c2c1N,-11,5,-3,1,-9,-6,21,-0.1,-15,-21
CCC(=O)N1CCN(c2ccc(NC(=O)c3ccc([N+](=O)[O-])o3)cc2Cl)CC1,-87,-3,-4,-8,5,18,40,-0.1,-8,-40
O=S(=O)(NC1CCCCC1)c1cccc(-c2nnc(-c3ccccc3)o2)c1,2,0,4,-2,3,-5,26,1.0,-7,-26
O=C(O)c1cccnc1SC1CC(=O)N(c2ccccc2)C1=O (stereo not drawn),4,9,-2,-3,-10,-1,-16,-2.9,-4,16
Cc1ccc(NS(=O)(=O)c2ccc3c(c2)NC(=O)CO3)cc1,-5,5,-3,-3,-21,-38,-2,-7.2,-9,2
O=C(COc1ccc(Cl)cc1Cl)Nc1nnc(C2=COCCO2)o1,-6,-2,1,4,-15,6,-22,-0.1,-10,22
Cc1cccnc1NC(=O)CCNC(=O)c1ccc(Cl)cc1,-2,-2,-1,-1,-3,2,-9,1.1,2,9
COc1ccc(CNS(=O)(=O)c2ccc(C)cc2)cc1,3,-7,6,1,-6,3,-14,-4.1,8,14
CC(=O)c1cccc(NC(=O)c2ccc(NC(=O)CCS(=O)(=O)c3cccs3)cc2)c1,-3,6,3,3,-12,2,u,-0.6,-5,-75
O=C(COc1ccc(S(=O)(=O)N2CCCCC2)cc1Cl)N1CCOCC1,-3,-1,5,2,11,9,x,0.8,-1,x
O=C(O)CSc1nnc(-c2ccc(Cl)cc2Cl)n1-c1ccc(Br)cc1,8,5,2,-1,-11,-1,x,0.9,-11,x
COc1ccccc1CC(=O)NCC(c1ccco1)N1CCCCC1 (stereo not drawn),-14,4,-3,-1,1,-7,-26,0.7,2,26
CN(C)/C=N/c1c(C(=O)NCc2ccccc2)nnn1Cc1ccccc1,4,-3,2,-6,-9,4,4,-1.3,-4,-4
Cc1ccc(Cl)cc1N1CCN(S(C)(=O)=O)CC1,12,-3,-1,-1,-3,-4,-8,2.0,-6,8
Cc1ccc(C2NC(c3ccc(C)cc3)C(C)C(=NO)C2C)cc1 (stereo not drawn),-13,-4,-4,0,-5,-5,9,-5.2,-9,-9
COC(=O)c1ccccc1NC1CC(=O)N(c2c(C)cccc2C)C1=O (stereo not drawn),1,8,7,x,-2,-24,-11,1.1,0,11
CCn1c(SCC(=O)Nc2nc3ccccc3s2)nnc1-c1ccc(Br)cc1,-6,10,3,2,2,11,-4,-0.2,-6,4
CN1CCC(N(C)S(=O)(=O)c2ccc(NC(=O)COc3cccc(C(F)(F)F)c3)cc2)CC1,11,6,-1,2,-8,6,1,0.9,-84,-1
CN(C(=O)CCc1nnc(-c2ccc(-c3ccccc3)cc2)o1)C1CCOCC1,4,1,8,7,-1,-5,10,-6.9,-10,-10
COc1cccc(CC(=O)NCC2COc3ccccc3O2)c1OC (stereo not drawn),7,-9,-4,-6,12,1,16,-0.8,-1,20
COc1ccc(-c2csc(NC(=O)CSc3ccc(Br)cc3)n2)c(OC)c1,-3,2,6,3,-10,-5,35,-0.5,-14,-35
C=CCn1c(=O)c2ccccc2n2c(SCc3nnc(-c4ccccc4Br)o3)nnc12,-14,0,-3,-4,-11,-1,-3,0.5,0,3
O=C(NC(NC1CCS(=O)(=O)C1)C(Cl)(Cl)Cl)c1ccc(Br)cc1 (stereo not drawn),x,-2,-4,-9,-4,2,-7,1.2,-3,7
COc1cc(/C=N/NC(=O)C(Cc2c[nH]c3ccccc23)NC(=O)OCc2ccccc2)cc([N+](=O)[O-])c1O (stereo not drawn),-2,-8,0,-13,-4,u,-11,-0.2,-14,11
CCCCCCCCCC[n+]1cccc(C(=O)N(CC)CC)c1,-12,1,2,x,8,26,-3,2.8,-4,3
CCn1c(=O)c(C(=O)NNC(=O)c2ccccc2F)c(O)c2ccccc21,6,0,10,-7,11,7,-4,-0.2,-1,4
COc1ccc(C2(C)NC(=O)N(CC(=O)NC3CCCC3)C2=O)cc1OC (stereo not drawn),-4,0,9,0,6,-1,-8,-1.1,6,8
CCCC(=O)Nc1ccccc1N1CCN(C(=O)c2ccccc2)CC1,-16,1,6,6,-12,-2,18,-1.7,-8,-18
COCCn1nnnc1C(c1cc2cc(OC)c(OC)cc2[nH]c1=O)N1CCN(c2ccc(O)cc2)CC1 (stereo not drawn),-2,5,3,-1,-4,2,-10,0.0,-7,10
Cc1ccccc1N=C/C=C1\N(C)c2ccccc2C1(C)C,x,2,-2,-31,1,7,-29,-1.0,12,29
CC(C)CNC(=S)N(Cc1ccco1)Cc1cc2cc3c(cc2[nH]c1=O)OCCO3,-5,-6,5,x,-8,3,20,0.2,u,-20
Cc1cccc(-n2ncc3c2CCCC3NC(=O)CCc2ccncc2)c1C (stereo not drawn),-5,-2,2,-1,-20,-19,-7,-0.3,4,7
C/C(N)=C(/C#N)C(=O)COC(=O)c1cc(-c2cccc(Br)c2)nc2ccccc12,-1,8,6,-2,-24,-3,37,-5.3,-11,-37
COc1ccc(OCC(=O)Nc2c3c(nn2-c2ccc(OC)cc2)CS(=O)(=O)C3)cc1,9,-6,1,0,11,0,-3,0.4,-8,3
